Source: PubChem BioAssay
HTT aggregate – mutant huntingtin aggregation inhibition; PC12 HttQ103-GFP aggregates, Acumen cytometry, 40 h; Potency, µM (doses to about 46.1 µM), inactives show at the highest dose activity change, negative = inhibition, hits mostly inhibitors; 220,000 compounds, 1.1% hits; AID 1688; note: % is set by controls: 0 for no effect and ±100 for the full control effect; nearly all actives have a fitted effect of over 60% in size
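PC12 cells stably carrying ecdysone-inducible HTT exon 1 Q103–GFP were induced with tebufenozide (100 nM final) and treated with library compounds in titration. GFP aggregates in lysates were counted by laser scanning cytometry.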
GAA inh – blocks human lysosomal alpha-glucosidase; 200,000 compounds, 0.005% hits; AID 1466; purified human GAA, 4-MU-alpha-glucoside fluorescence; Potency, µM (titrated, usually from 76.9 µM), for inactives: at the highest dose activity change, negative = inhibition, hits mostly inhibitors;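 note: plate controls were uninhibited enzyme wells for no effect and no-enzyme background for full effect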
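qHTS format, compound range up to 77 uM. Human lysosomal enzyme at 4 nM, 400 uM 4-MU glucoside substrate, pH 5.0, 20 min room temperature; fluorescence after alkaline stop gives activity normalized to controls.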
RGS12 GoLoco inh – inhibitors of human Gai1-RGS12 GoLoco interaction (red fluorophore); Potency, µM (top dose mostly 61.6 µM), for the others: at the top dose activity, negative = inhibition, usual class: inhibitors; 230,000 compounds, 0.44% hits; AID 880; Gai1:RGS12 GoLoco peptide FP, rhodamine, 10 min; active = well fitted inhibition curve with a large enough effect, not every such curve was filed as active; inactive = no such curve, though single readings can be large or run the other way; note: % is set by controls: 0 for no effect and ±100 for the full control effect; nearly all actives have a fitted effect of over 30% in size; many of its hits are not listed in these tables
Target sequence (P63096 whole entry, looked up): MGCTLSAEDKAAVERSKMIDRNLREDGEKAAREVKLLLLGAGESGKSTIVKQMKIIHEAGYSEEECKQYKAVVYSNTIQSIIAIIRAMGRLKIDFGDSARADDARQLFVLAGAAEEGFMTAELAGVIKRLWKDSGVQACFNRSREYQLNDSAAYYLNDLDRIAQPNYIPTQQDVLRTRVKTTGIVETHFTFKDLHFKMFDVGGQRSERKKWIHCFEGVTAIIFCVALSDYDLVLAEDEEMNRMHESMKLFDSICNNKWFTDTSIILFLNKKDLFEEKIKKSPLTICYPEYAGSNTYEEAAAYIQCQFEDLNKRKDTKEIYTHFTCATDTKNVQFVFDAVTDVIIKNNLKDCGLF
IMPase Li cell – IMPase inhibition in cells with lithium potentiation; 210,000 compounds, 0.35% hits; CHO-M1 cells, IP1 TR-FRET (IP-One), carbachol + lithium; Potency, µM (titrated, usually from 59.4 µM), inactives show at the top dose activity, negative = IMPase inhibition, hits mostly inhibitors;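 note: IP1 builds up when IMPase is blocked and the TR-FRET signal falls; plate controls were basal vehicle for no effect and high inhibitor control for full effect; nearly all actives have a fitted effect of over 50% in size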
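CHO cells stably expressing M1 receptor (2000/well) were cultured 16–30 h, then exposed to compounds with a small lithium addition for 30 min at 37C. IP1 was measured by TR-FRET competition; AC50 from Hill fits.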
GAA glycogen – inhibitors or activators of human alpha-glucosidase glycogen cleavage. P10253. recombinant GAA, glycogen substrate, Amplex Red glucose oxidase fluorescence. Potency, µM (top dose mostly 76.4 µM), for inactives: top-dose activity change, negative = inhibition, usual class: inhibitors. 300,000 compounds, 0.38% hits;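 note: 0% = full enzyme reaction and -100% = no-enzyme basal signal; the screen sought inhibitors and activators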
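Recombinant human enzyme (4 nM); glycogen substrate; 37 C, 40 min, pH 5.0. Readout: coupled glucose oxidase/Amplex Red fluorescence.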
GAA spleen mod – lysosomal alpha-glucosidase (human) modulation. P10253. human spleen homogenate, 4-MU-alpha-glucoside fluorescence. Potency, µM (titrated, usually from 79.9 µM), without a hit: at the highest dose activity change, negative = inhibition, hits mostly inhibitors. 240,000 compounds, 0.006% hits;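 note: 0% = enzyme with vehicle and -100% = no enzyme basal signal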
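Enzyme source: human spleen homogenate, 1 ug/well. Buffer 50 mM citric acid/K phosphate pH 5.0, 0.01% Tween-20. 4-MU-alpha-glucoside 1 mM; 37 C x 40 min; NaOH/glycine stop; fluorescence.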
HTT ATP protect – cytoprotection in Huntington HTT-Q103 PC12 cell model | Potency, µM (series often up to 56.4 µM), for the others: cytoprotection (ATP increase), most hits filed as activators | AID 1471 | 230,000 compounds, 0.14% hits | PC12 HTT-Q103 induced, cytoprotection, ATP luminescence, 40 h;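 note: % of control where 0% means no effect; nearly all actives have a fitted effect of over 45% in size; toxic huntingtin expression switched on by the ecdysone agonist tebufenozide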
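Cells were plated at 1500 per well in phenol red-free DMEM with 5% equine and 5% calf serum. Tebufenozide (100 nM final) and compounds were added, then ATPlite reagent, and luminescence was read.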
* hit, by the source's call; ? = inconclusive; / = no result given; [ ] = another dose, or the depositor's remark. Unless noted, calls come from the whole dose curve; as a rule, active = well fitted curve in the direction sought with a large enough effect; inconclusive = small, poorly fitted or top-dose-only effect, or another doubt; inactive = no such curve, though single readings can be large; an effect the other way counts as inactive or inconclusive. Potency is the fitted concentration of half-maximal effect. An excerpt (hit frequency here may not be typical).

No.	SMILES	GAA glycogen	GAA inh	HTT ATP protect	HTT aggregate
1	Cn1c2c(c(=O)n(C)c1=O)C(c1cc3c(cc1Br)OCO3)CC(=O)N2 (stereo not drawn)	8.0%	3.1%	-12.7%	2.5%
2	Cc1ccc(P(=O)(CO)c2ccc(C)cc2)cc1	?	-3.8%	22.2%[10 µM]	-3.2%
3	CC1CCCCC1NC(=O)CSc1ccc([N+](=O)[O-])cc1 (stereo not drawn)	5.0%	/	25.5%[10 µM]	5.4%[9.22 µM]
4	Brc1ccc(CSc2ccc3nnc(-c4ccccn4)n3n2)cc1	4.4%	?	-5.0%	20.7%
5	CC(C)C12CN3CC(C(C)C)(CN(C1)C3c1ccco1)C2=O (stereo not drawn)	7.1%	-3.1%	5.1%	17.9%
6	Cc1cccc(Oc2nc(-c3ccccn3)nc3ccccc23)c1	7.8%	-3.3%	18.9%[10 µM]	-4.8%[9.22 µM]
7	CCN1C(=O)N(CC)C2C1N(C(C)=O)C(=O)N2C(C)=O (stereo not drawn)	3.8%	3.1%	8.6%[10 µM]	-11.0%
8	O=C(O)CCCCCN1C(=O)C2CCCCC2C1=O (stereo not drawn)	-1.0%	2.1%	12.0%[10 µM]	-14.7%
9	Cc1ccc(-n2nnnc2Sc2ccc(S(=O)(=O)NCCN(C)C)cc2[N+](=O)[O-])cc1	13.3%	1.8%	-52.3%[inhibitor][10 µM]	22.4µM*
10	Cc1cc(=O)[nH]c(-c2cccs2)n1	-4.5%	/	23.4%[10 µM]	-6.0%[9.22 µM]

No.	RGS12 GoLoco inh	GAA spleen mod	IMPase Li cell
1	0.5%	-21.1%	24.7%[38.3 µM]
2	4.7%	-1.3%	3.3%[38.3 µM]
3	-2.6%	-14.9%	/
4	-3.6%	/	-5.8%
5	1.7%	-0.2%	0.5%[38.3 µM]
6	5.5%	2.4%	/
7	11.2%	-2.7%	10.3%
8	0.0%	-2.4%	2.3%
9	4.1%	4.6%	8.3%
10	8.4%	-4.3%	/

Additional results.
No.	SMILES	GAA glycogen	GAA inh	HTT ATP protect	HTT aggregate
11	Cc1nc(N2CCOCC2)nc(N2CCCC2)c1[N+](=O)[O-]	-3.1%	-9.0%	-24.8%[0.074 µM]	-13.3%
12	CCOC(=O)CCCNC(=O)N1CCc2nc(-c3ccc(OC)cc3C)c3c(c2C1)CO[C@@H](c1ccccc1)C3	/	/	-11.5%[10 µM]	/
13	Cc1ccc(C)c(NC2=C(Cl)C(=O)OC2OC(=O)c2ccco2)c1 (stereo not drawn)	-2.5%	1.8%	3.2%	19.5%
14	COCc1cc(C)nc(N2CCNCC2)c1C#N	-10.4%	-1.6%	7.8%	-7.1%
15	CCC1CCCCN1C(=O)CCc1nnc(C2CCCCC2)o1 (stereo not drawn)	-3.0%	0.4%	-13.4%[10 µM]	-3.6%[9.22 µM]
16	COc1ccc(F)cc1C(=O)C1CCCN(C(=O)CCN2CCCCO2)C1 (stereo not drawn)	2.2%	/	21.4%[10 µM]	14.1%[9.22 µM]
17	COC(=O)C(NC(=O)c1ccccc1)(Nc1nccs1)C(F)(F)F (stereo not drawn)	1.6%	4.4%	12.0%	-16.7%
18	COc1ccc(OC)c(C(=O)/C=C/c2ccccc2C(F)(F)F)c1	?	/	-82.4%[inhibitor]	-31.9%
19	O=C(Oc1ccccc1O)c1cccc2ccccc12	?	12.1%	-13.0%[10 µM]	-18.4%[9.22 µM]
20	Cc1cccc(/C=c2\s/c(=C\C(=O)C(C)(C)C)[nH]c2=O)c1	-9.8%	-9.2%	-34.0%	4.0%

No.	RGS12 GoLoco inh	GAA spleen mod	IMPase Li cell
11	11.1%	5.9%	1.2%
12	2.5%[14.2 µM]	4.0%[17.4 µM]	-5.7%
13	1.7%	-8.0%	-3.0%[38.3 µM]
14	-0.2%	-2.6%	-4.7%[38.3 µM]
15	5.4%	-0.3%	-2.0%
16	-0.2%	5.6%	1.7%
17	-14.6%	5.0%	-14.1%[38.3 µM]
18	5.0%	-24.2%	17.6%[38.3 µM]
19	-2.0%	0.6%	1.2%
20	/	1.4%	/

Continuation.
No.	SMILES	GAA glycogen	GAA inh	HTT ATP protect	HTT aggregate
21	Cn1c(O)c(N=Nc2nc(-c3ccccc3)cs2)c2ccccc21	9.2%	-1.7%	/	-1.2%
22	O=C(COC(=O)CCCNC(=O)c1ccc(Cl)cc1)NCc1ccccc1Cl	-7.1%	-4.1%	4.4%	23.6%
23	Cc1ccc(-c2nc3ccccc3[nH]2)s1	-6.0%	-1.7%	-16.7%[1.9 µM]	-13.9%
24	COC(=O)CC1C(=O)NCCN1C(=O)Nc1cccc(Cl)c1 (stereo not drawn)	11.6%	?	-26.8%	18.0%
25	O=C(N/N=C/c1ccc(O)cc1O)c1ccc(CN2C(=O)c3cccc4cccc2c34)cc1	1.4%	?	-122.7%[inhibitor]	?
26	CC(=O)Nc1nc2ccc(Br)cc2s1	0.6%	-4.0%	-26.7%	-32.7%
27	O=C(O)c1ccccc1C(=O)c1ccc(Cl)cc1	3.6%	4.0%[15.4 µM]	9.4%[10 µM]	-12.3%[9.22 µM]
28	Cc1cc(=O)oc2cc(OCCCC[n+]3ccccc3)ccc12	-2.7%	2.4%	2.1%[10 µM]	-7.2%[9.22 µM]
29	CC(=O)Nc1ccc(NC(=O)CSC2=NCCS2)cc1	-20.5%	-3.9%	4.0%[10 µM]	8.0%
30	NC(N)=NS(=O)(=O)c1ccc(NC(=S)NC(=O)c2ccc(Br)cc2)cc1	-6.1%	0.2%	-61.1%[inhibitor]	0.5%

No.	RGS12 GoLoco inh	GAA spleen mod	IMPase Li cell
21	16.4%	-3.1%	-3.2%
22	23.0%	2.7%	46.3%[activator][38.3 µM]
23	-6.6%	0.9%	18.4%[38.3 µM]
24	13.9%	-2.4%	-10.1%
25	21.6%	-3.1%	-2.3%
26	-3.6%	9.9%	1.8%[38.3 µM]
27	-1.3%	-4.9%	/
28	5.7%	-16.0%	/
29	5.0%	-2.5%	-4.5%[38.3 µM]
30	6.3%	3.5%	-4.8%

By substructure: the entries above with a COOH group (two)
No.	SMILES	GAA glycogen	GAA inh	HTT ATP protect	HTT aggregate
8	O=C(O)CCCCCN1C(=O)C2CCCCC2C1=O (stereo not drawn)	-1.0%	2.1%	12.0%[10 µM]	-14.7%
27	O=C(O)c1ccccc1C(=O)c1ccc(Cl)cc1	3.6%	4.0%[15.4 µM]	9.4%[10 µM]	-12.3%[9.22 µM]

No.	RGS12 GoLoco inh	GAA spleen mod	IMPase Li cell
8	0.0%	-2.4%	2.3%
27	-1.3%	-4.9%	/

Rewritten in markdown: entries from further up
| # | SMILES | GAA glycogen | GAA inh | HTT ATP protect | HTT aggregate | RGS12 GoLoco inh | GAA spleen mod | IMPase Li cell |
| --- | --- | --- | --- | --- | --- | --- | --- | --- |
| 22 | O=C(COC(=O)CCCNC(=O)c1ccc(Cl)cc1)NCc1ccccc1Cl | -7.1% | -4.1% | 4.4% | 23.6% | 23.0% | 2.7% | 46.3%[activator][38.3 µM] |
| 23 | Cc1ccc(-c2nc3ccccc3[nH]2)s1 | -6.0% | -1.7% | -16.7%[1.9 µM] | -13.9% | -6.6% | 0.9% | 18.4%[38.3 µM] |

The results go on.
No.	SMILES	GAA glycogen	GAA inh	HTT ATP protect	HTT aggregate
31	CS(=O)(=O)c1ccc(-c2nnn(CC(N)=O)n2)cc1	11.2%	7.9%	-11.1%	5.0%
32	CCOC(=O)C1CCCN(C(=O)C2CCN(S(=O)(=O)c3cnc[nH]3)CC2)C1 (stereo not drawn)	-2.4%	-1.7%	-13.2%	-2.0%
33	COc1cc(CNn2cn[nH]c2=S)cc(Cl)c1OCc1ccc(F)cc1	-8.3%	-11.2%	?	?
34	Cc1ccc(C(N)=O)cc1S(=O)(=O)Nc1cccc(C)c1C	-23.7%	0.3%	?	-14.4%
35	CCOC(=O)Cc1csc(NC(=O)COc2ccccc2OCC)n1	1.8%	1.6%	-68.2%[inhibitor]	-5.3%
36	Cn1c(SCc2nc3ccccc3s2)nnc1-c1cccs1	1.2%	3.9%	-0.1%[0.074 µM]	13.9%
37	CC(C)Oc1cc(O)c2c(c1)OCC=C2CCC(=O)O	/	/	9.7%[10 µM]	/
38	COCCNC(=O)C(OC(=O)c1cccs1)c1ccccc1 (stereo not drawn)	-14.1%	8.3%	17.5%	-3.0%
39	CC(=O)N/C(=C\c1ccccc1)C(=O)OCC(=O)N1CCCCCC1	0.5%	3.1%	33.6%[10 µM]	8.9%
40	CCCCn1c(NCc2ccc(N(C)C)cc2)nc2ccccc21	?	-4.7%[15.4 µM]	-3.3%[10 µM]	-5.4%[9.22 µM]

No.	RGS12 GoLoco inh	GAA spleen mod	IMPase Li cell
31	1.9%	4.8%	3.8%
32	0.9%	-8.3%	-1.8%[38.3 µM]
33	17.7%	1.3%	15.8%
34	7.7%	2.9%	7.2%[38.3 µM]
35	11.1%	-4.1%	3.1%[38.3 µM]
36	58.1%[activator]	-8.5%	1.5%[38.3 µM]
37	5.1%[14.2 µM]	/	7.6%
38	-4.1%	8.1%	1.1%[38.3 µM]
39	/	-1.5%	/
40	-0.7%	-1.8%	/

New compounds follow.
No.	SMILES	GAA glycogen	GAA inh	HTT ATP protect	HTT aggregate
41	CC1(NC(=O)C2CCCCC2)CCS(=O)(=O)C1 (stereo not drawn)	-11.4%	?	-36.2%	2.5%
42	Cn1nc(C(=O)N2CCOCC2)c2ccccc2c1=O	3.8%	?	-3.8%	17.0%
43	CCOC(=O)[C@H]1NN=C(C(=O)OC)[C@@H]1c1ccccc1	-2.2%	-3.1%	/	-5.3%
44	Cc1ccccc1NC(=O)c1cc2c(C)nc3ccccc3c2o1	7.6%	-6.1%	-58.2%[inhibitor]	6.9%
45	COc1cc(C)ccc1N(CCCN1C(=O)c2cccc3cccc(c23)C1=O)C(=O)c1cccs1	0.8%	2.1%	3.3%[10 µM]	-15.1%
46	O=C1OCCC1Sc1nc2ccccc2n1Cc1ccccc1 (stereo not drawn)	0.4%	-3.0%	7.9%[0.074 µM]	-8.7%
47	CC1(C)CCCC2=C1CC1C(=O)N(O)C(=O)C1C2 (stereo not drawn)	-12.2%	-11.8%	2.3%	-9.1%
48	COC(=O)C(Cc1csc2ccc(Cl)cc12)NC(=O)c1ccc(Cl)cc1 (stereo not drawn)	-0.1%	/	7.5%[10 µM]	6.0%[9.22 µM]
49	COCCCNC(=S)Nc1ccc(N2CCCCC2)cc1	14.1µM*	1.6%	-10.3%[10 µM]	14.5%

No.	RGS12 GoLoco inh	GAA spleen mod	IMPase Li cell
41	10.4%	-1.1%	0.2%
42	6.1%	-0.8%	6.6%[38.3 µM]
43	-5.8%	0.9%	13.0%
44	-3.4%	2.5%	2.9%
45	-12.1%	0.2%	7.6%
46	5.3%	-7.4%	22.4%[38.3 µM]
47	2.7%	5.8%	-3.4%[38.3 µM]
48	-5.5%	6.0%	/
49	4.9%	1.9%	0.3%
